ERK EGF inh: EGF-driven ERK pathway inhibition | HEK293-V1b, EGF-stimulated phospho-ERK AlphaScreen | Potency, µM (series often up to 11.5 µM), for inactives: at the top dose activity change, negative = inhibition, actives largely listed as inhibitors | 130,000 compounds, 0.41% hits; active = well fitted inhibition curve with a large enough effect; inconclusive = small, poorly fitted or top-dose-only effect, or effect the other way;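 also: plate controls were stimulated vehicle wells for no effect and unstimulated vehicle basal for full effect; nearly all actives have a fitted effect of over 55% in size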
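Cell line HEK293 (stable V1b), low serum overnight. Pretreatment: compound 30 min, 37C. EGF 25 nM, 5 min. Detection: SureFire AlphaScreen, 5 h RT. AC50 via standard Hill equation.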
Starred values were filed as active, the others as inactive; ? = inconclusive; & = joins results of further samples; [ ] = another dose, or the depositor's remark. Potency is read from the fitted curve at half-maximal effect. A portion of the library; count on the stated rates, not on these rows.

Structure	ERK EGF inh
O=C(O)CCN1C(=O)C2C3c4ccccc4C(c4ccccc43)[C@@H]2C1=O (stereo partly drawn)	-14%[57.5 µM]
CCOc1ccc(C(=O)O/N=C(\N)c2ccc([N+](=O)[O-])cc2)cc1OCC	5%
O=C(/C=C/c1ccc(Cl)cc1)NCc1ccco1	11%
Cc1ccc(S(=O)(=O)N2CCN(C(=O)c3ccc(Cl)nc3)CC2)cc1	11%
CCC(C)C(=O)O[C@H]1C[C@@H](C)C=C2C=C[C@H](C)[C@H](CC[C@@H]3C[C@@H](O)CC(=O)O3)C21 (stereo partly drawn)	8%
Cc1cc(C)cc(OCC(=O)NNC(=O)CCC(=O)NCc2ccccc2)c1	9%
Cc1ccc(NS(=O)(=O)c2ccc3[nH]c(=O)[nH]c3c2)c(C)c1	-7%
O=C(OCc1nc2ccccc2s1)c1cccc(N2C(=O)CCC2=O)c1	-2%
CCN1CCN(C(=O)CCc2nnc(CCCCc3ccccc3)o2)[C@@H](C)C1=O	-1%
COC(=O)CSc1nc(-c2ccc(F)cc2)cc(C(F)(F)F)n1	0%
CCSc1nc2ccccc2c(=O)n1-c1c(C)n(C)n(-c2ccccc2)c1=O	5%
CC(=O)Nc1ccc(SCC(=O)Nc2ccc(Cl)cn2)cc1	4%
Nc1ncnc2c1ncn2[C@@H]1O[C@H](CO)[C@H](O)[C@H]1O	16%
CC(C)CCN1CCN(Cc2ccc3nsnc3c2)CC1CCO (stereo not drawn)	-5%[57.5 µM]
CCOc1cccc(C(=O)Nc2cc(-c3nn4c(C)nnc4s3)ccc2C)c1	1%
CCC(C)(c1nnnn1-c1c(C)cccc1C)N(N=O)c1cccc(C(F)(F)F)c1 (stereo not drawn)	10%
CCc1cccc(C)c1NC(=O)CO/N=C(\N)CC(=O)NC1CCCCC1	-7%
O=C(CC12CC3CC(CC(C3)C1)C2)NC(=S)NCc1ccco1	-6%
Cc1cc(NC(=O)c2c(F)cccc2Cl)no1	-14%
Cn1ncc2c(NNC(=O)Cc3cccc4ccccc34)ncnc21	-13%

Copied from the list.
CCN1CCN(C(=O)CCc2nnc(CCCCc3ccccc3)o2)[C@@H](C)C1=O @ ERK EGF inh: -1%
CCSc1nc2ccccc2c(=O)n1-c1c(C)n(C)n(-c2ccccc2)c1=O @ ERK EGF inh: 5%
Cc1ccc(S(=O)(=O)N2CCN(C(=O)c3ccc(Cl)nc3)CC2)cc1 @ ERK EGF inh: 11%
O=C(/C=C/c1ccc(Cl)cc1)NCc1ccco1 @ ERK EGF inh: 11%

Further results follow.
Structure	ERK EGF inh
CCCCCCc1cc2cc(S(=O)(=O)c3ccc(Cl)cc3)c(=O)oc2cc1O	-3%
CCN1CCc2c(OCC(=O)N3N=C(c4cccs4)CC3c3ccc(F)cc3)cccc2C1=O (stereo not drawn)	0%
Cc1ccc(C(=O)NCCc2cccs2)cc1	-1%
Cn1c(N)c(N=Nc2ccc(S(N)(=O)=O)cc2)c(=O)n(C)c1=O	-6%[57.5 µM]
O=C(O)c1ccc(N/N=C/c2cc3cc4c(cc3nc2Cl)OCCO4)cc1	6%[57.5 µM]
N#Cc1ccc(NC(=O)CCc2nc3ccccc3s2)cc1	0%
CC(=O)Nc1ccc(Sc2ncnc3scc(-c4ccccc4)c23)cc1	-2%
COc1cccc(C2C(C#N)=C(N)SC(c3ccccc3)C2[N+](=O)[O-])c1 (stereo not drawn)	12%
CC1(C)CC2(CCO1)C(Nc1ccccc1)=NC(=S)N2CC(N)=O (stereo not drawn)	4%[57.5 µM]
CC(C)(C)C(=O)Nc1sc2c(c1C(=O)Nc1ccccn1)CCCC2	-15%
CCO[C@H]1OC(C(=O)N2CCN(Cc3ccc4c(c3)OCO4)CC2)=C[C@@H](c2csc3ccccc23)[C@@H]1CCCO	-16%[57.5 µM]
O=C(OCc1cncs1)c1cccs1	-5%
CC(C)N1C(=S)N(Cc2ccco2)C(=O)C1CC(=O)Nc1ccccc1 (stereo not drawn)	-6%
CN(C(=O)CSc1nnc(-c2ccccc2)o1)c1c(N)n(Cc2ccccc2)c(=O)[nH]c1=O	-12%
CCOc1ccc(/C=C/C(O)=C2/C(=O)NC3(C)CC2c2ccccc2O3)cc1OC (stereo not drawn)	7%
COC(=O)CCCCCN1C(=O)NC(c2ccccc2)C(C(=O)OCc2ccccc2)=C1C (stereo not drawn)	-3%&3%
O=C(O)c1ccnc(Cl)c1	3%
Fc1ccccc1CSc1ncn[nH]1	-2%
O=[N+]([O-])c1ccccc1NCc1c(O)ccc2ccccc12	4%[57.5 µM]
COC(=O)c1cc(CNC(=O)c2ccc(O)c(Cl)c2)ccc1OC	6%

By substructure: those above with a nitro group on carbon
Structure	ERK EGF inh
CCOc1ccc(C(=O)O/N=C(\N)c2ccc([N+](=O)[O-])cc2)cc1OCC	5%
COc1cccc(C2C(C#N)=C(N)SC(c3ccccc3)C2[N+](=O)[O-])c1 (stereo not drawn)	12%
O=[N+]([O-])c1ccccc1NCc1c(O)ccc2ccccc12	4%[57.5 µM]

Going on with the list.
Structure	ERK EGF inh
O=C(C[n+]1ccccc1)Nc1cc(C(F)(F)F)ccc1Cl	14%
CNC(=S)c1cc(C(C)(C)C)c(O)c(C(C)(C)C)c1	-5%[57.5 µM]
O=C(CC1SC(=NCCc2ccccc2)N(/N=C/c2cccs2)C1=O)Nc1ccc(Cl)cc1 (stereo not drawn)	0%
COc1ccc(C2/C=C\CN(C(=O)c3ccc(C)cc3)[C@H](Cc3ccccc3)C(=O)N2Cc2ccc(F)cc2)cc1 (stereo partly drawn)	-2%[57.5 µM]
CC(C)c1ccc(NC(=O)NCc2ccc(F)cc2)cc1	11%
COC(=O)C1=C(C)N(Cc2ccco2)C(=O)/C1=C\c1ccc(N(C)C)cc1	3%
O=C(O)CC/C(=C\c1cccc(NC(=O)c2ccccc2Cl)c1)c1nc2ccccc2s1	27%
CCOC(=O)N/N=C/c1cc(C)n(-c2cccc3ccccc23)c1C	13%
O=C(c1ccc(Cl)cc1)c1cc([N+](=O)[O-])ccc1N1CCOCC1	-5%
NNC(=O)c1cccc(COc2ccc3c(c2)CCC3)c1	12%
C/C(=N\NC(=O)CNC(=O)c1ccncc1)c1ccc(C)cc1	-9%
CC(C)Oc1ccc(C(=O)NC2(C(F)(F)F)NC(=O)N(CCCc3ccccc3)C2=O)cc1 (stereo not drawn)	12%
COc1cc2c(cc1OC)-c1cc(N3CCc4ccccc43)nc(=O)n1CC2	4%[57.5 µM]
COC(=O)c1cc(OC)c(OC)cc1NC(=O)Nc1cccc(C(C)=O)c1	9%
CC(=O)OC1C(N2CCCCC2)c2c(ccc(/C=C/C(=O)N3CCCCC3)c2O)OC1(C)C (stereo not drawn)	-7%
Cc1ccc(S(=O)(=O)Nc2ccc(N3CCOCC3)nc2)cc1	-10%
CC(=O)N/C(=C/c1ccc2c(c1)OCO2)C(=O)Nc1ccccc1	-13%
Cc1ccc(CSCC(=O)NCc2ccco2)cc1	7%
CCCCNC(=O)C(Sc1ccccc1)c1ccccc1 (stereo not drawn)	12%
CC(C)(C)C(=O)Nc1cccc(C(=O)Nc2cc(C(=O)O)cc(C(=O)O)c2)c1	-2%

Continued:
Structure	ERK EGF inh
Cc1cccc(-n2nnnc2SCC(=O)Nc2cccc(S(N)(=O)=O)c2)c1	-1%[57.5 µM]
COc1ccc(N2CCN(C(=O)CSc3nnc(NC(=O)C4CC4)s3)CC2)cc1	-6%
Cc1ccccc1OCCNc1cc(N2CCN(CCO)CC2)ccc1[N+](=O)[O-]	?
COc1cccc2c1C(CO)N1C(C#N)C3CC(C(=O)O)C(C1C2)N3C (stereo not drawn)	-2%[57.5 µM]
COc1ccc(/C=C/C(=O)NC(=S)NN2CCCCC2c2cccnc2)cc1OC (stereo not drawn)	6%
Cc1ccc(OCC(=O)Nc2nnc(C3CCCO3)s2)c(Br)c1 (stereo not drawn)	3%
NC(=O)OCC(COC(N)=O)c1ccccc1	-11%[57.5 µM]
CC(OC(=O)c1snc(C(=O)NC2CCCCC2)c1N)C(=O)NC1CCCCC1 (stereo not drawn)	-5%
Cc1cc(CNC(=S)Nc2cccc(Cl)c2Cl)nn1C	-10%
NC(=O)c1sc2nc3c(c(-c4ccccc4)c2c1N)CCC3	0%
C[C@]12CCC3c4ccc(O)cc4CCC3C1CCC2=O (stereo partly drawn)	16%
COC(=O)c1cn(NC(=O)Cc2c(F)cccc2Cl)c(=O)c2ccccc12	1%
CCOC(=O)c1ccc(NC(=S)N2CCC(C(N)=O)CC2)cc1	0%
Cn1c(=O)c2ncn(CC(=O)NCCC3=CCCCC3)c2n(C)c1=O	1%
N#C/C(=C(/O)COC(=O)c1ccc(Cl)c(S(=O)(=O)N2CCOCC2)c1)c1nc2ccccc2[nH]1	0%
COc1ccc(CCCC(=O)NC(C)c2ccccc2)cc1 (stereo not drawn)	5%
S=C(NCC1CCCO1)NC1CCCC1 (stereo not drawn)	-3%
[O-][n+]1cccc2ncc3cscc3c21	2%
Cn1c(=O)c([N+](=O)[O-])c(NCC2CCCO2)c2ccccc21 (stereo not drawn)	8%[57.5 µM]
NNC(=O)c1csc(-c2ccccc2)n1	-6%[57.5 µM]

Other structures
Structure	ERK EGF inh
Cc1ccc(/C([O-])=C(/C(=S)NCc2ccc3c(c2)OCO3)[n+]2ccc(N(C)C)cc2)c(C)c1	5%
COc1ccc2c(c1)C(c1ccc(N3CCOCC3)cc1)=NNC(c1cccnc1)=N2	-10%
CNC(CC(=O)c1ccc([N+](=O)[O-])cc1)C(Cl)(Cl)Cl (stereo not drawn)	7%
C[n+]1ccc(C(=O)NCCC[N+](C)(C)C)cc1/C=N/O	0%
CCN(CC)CCCNC(=O)C1c2ccccc2C(=O)N(CCOC)C1c1ccc(F)cc1 (stereo not drawn)	-19%
CCCCNC(=O)COC(=O)CCC(=O)c1ccc(Cl)cc1	4%
CC(Oc1ccc(Cl)cc1Cl)c1ccn[nH]1 (stereo not drawn)	?
C=C(C)c1cccc(C(C)(C)NC(=O)NC2CCCC2)c1	7%
O=C(Nc1cn(-c2ccccc2)nc1-c1ccc(Cl)cc1)c1ccccc1	-4%
CCCCN(C(=O)CNC(=O)c1cccs1)C(C(=O)NC1CCCC1)c1ccncc1 (stereo not drawn)	?
Cc1ccc2c(c1)N(CCCC(=O)NCc1ccc3c(c1)OCO3)C(=O)CO2	11%
O=C(c1ccccc1)C(C(=O)N1CCc2ccccc2C1)n1ccccc1=O (stereo not drawn)	5%
Cc1ccnc(N2C(=O)c3ccccc3C2Nc2ccccc2Cl)c1 (stereo not drawn)	-4%
O=C(NCCCCc1ccccc1)c1cccc([N+](=O)[O-])c1	-6%
O=C(N/N=C/C=C\c1ccccc1[N+](=O)[O-])c1cc(-c2ccccc2)nc2ccccc12	10%
COCCN(CCOC)c1nc(C)nc2c1nc(-c1ccccc1)n2CCCN1CCCCC1C (stereo not drawn)	9%
c1ccc2c(N3CCNCC3)nc(-c3ccc4c(c3)OCO4)nc2c1	21%
COc1cccc(Nc2ncc3nc(-c4ccc(Cl)cc4)c(=O)n(CCC#N)c3n2)c1	4%
O=C(Cn1cnc2c(nnn2Cc2ccc(F)cc2)c1=O)NCC1CCCO1 (stereo not drawn)	10%
COc1cc(SC)ccc1C(=O)Nc1ccc(Br)cn1	8%[57.5 µM]

(continued)
Structure	ERK EGF inh
C=C1CC/C=C(\C)CC[C@@H]2[C@@H]1CC2(C)C	5%
COC(=O)/C=C1\SC(=Nc2ccc(Cl)c(Cl)c2)NC1=O	2%
CCCCNC(=O)Nc1nnc(SCC(=O)OCC)s1	-10%[57.5 µM]
COc1ccc(C(C)=O)cc1CSc1nnc(C)n1-c1ccccc1	7%
O=C(CCn1cnc(-c2ccccc2)c1-c1ccccc1)N/N=C/c1ccc(O)cc1	4%
Cc1nnn(-c2nonc2N)c1C(=O)N/N=C/c1ccccc1O	-5%
Cc1ccccc1-c1nc(NCCN2CCOCC2)c2ccccc2n1	23%
COc1ccc(-c2ccc3ccccc3n2)cc1OC	-8%
COc1ccc(Cl)cc1NC(=S)NCc1ccccn1	-9%
CC[C@H](C)[C@@H]1O[C@]2(CC[C@@H]1C)C[C@H]1C[C@H](CC=C(C)[C@@H](O[C@@H]3C[C@H](OC)[C@H](O[C@@H]4C[C@H](OC)[C@H](O)[C@H](C)O4)[C@H](C)O3)[C@@H](C)C=CC=C3CO[C@@H]4[C@@H](O)C(C)=C[C@@H](C(=O)O1)[C@]34O)O2	?

In the list so far, these contain a CF3 group.
Structure	ERK EGF inh
COC(=O)CSc1nc(-c2ccc(F)cc2)cc(C(F)(F)F)n1	0%
CCC(C)(c1nnnn1-c1c(C)cccc1C)N(N=O)c1cccc(C(F)(F)F)c1 (stereo not drawn)	10%
O=C(C[n+]1ccccc1)Nc1cc(C(F)(F)F)ccc1Cl	14%
CC(C)Oc1ccc(C(=O)NC2(C(F)(F)F)NC(=O)N(CCCc3ccccc3)C2=O)cc1 (stereo not drawn)	12%

Compounds above that have a cyano group, in the order listed:
Structure	ERK EGF inh
N#Cc1ccc(NC(=O)CCc2nc3ccccc3s2)cc1	0%
COc1cccc(C2C(C#N)=C(N)SC(c3ccccc3)C2[N+](=O)[O-])c1 (stereo not drawn)	12%
COc1cccc2c1C(CO)N1C(C#N)C3CC(C(=O)O)C(C1C2)N3C (stereo not drawn)	-2%[57.5 µM]
N#C/C(=C(/O)COC(=O)c1ccc(Cl)c(S(=O)(=O)N2CCOCC2)c1)c1nc2ccccc2[nH]1	0%
COc1cccc(Nc2ncc3nc(-c4ccc(Cl)cc4)c(=O)n(CCC#N)c3n2)c1	4%

Assay outcomes: PubChem BioAssay, National Center for Advancing Translational Sciences (NCATS)
